Compound activity deposited in PubChem by National Center for Advancing Translational Sciences (NCATS).
HCMV antiviral: qHTS Assay for inhibitors of the human cytomegalovirus (HCMV). HFF cells, HCMV-luciferase reporter, 72 h; hits give low values. activity change, negative = inhibition, % at 57.5 µM. 410,000 tested, 4.5% active; in the data active = activity change below about -60%; inconclusive = no clear call, values can overlap the other calls; inactive = above about -39%
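Screen run at 2 compound doses on HFFs infected with reporter HCMV, MOI 1 PFU/cell. Luciferase activity from cell lysates at 72 h post infection gave inhibition relative to buffer-only and Salinomycin wells.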
AMA1 RON2 block: qHTS for Inhibitors of AMA1-RON; Towards Development of Antimalarial Drug Lead: Primary Screen; Plasmodium falciparum AMA1 (3D7) - RON2 peptide interaction; 360,000 tested, 0.2% active; Potency, µM (doses to about 58.2 µM), for the others: at the highest dose activity change, negative = inhibition, usual class: inhibitors; AlphaScreen AMA1-biotinylated RON2 peptide binding; AID 720542, 2013;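 note: potency is the fitted concentration of half-maximal effect; 0% = vehicle wells and -100% = peptide control; nearly all actives have a fitted effect of over 45% in size; some results filed as inactive show a strong effect at the top dose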
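AMA1 (3D7) with his tag at 25 nM final met compounds first, then biotinylated RON2 peptide at 25 nM; detection used donor plus acceptor beads, 10 µg/mL apiece, read by AlphaScreen after 30 min at room temperature.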
AmpC detergent: qHTS Inhibitors of AmpC Beta-Lactamase (assay with detergent); P00811; Potency, µM (titrated, usually from 114 µM), without a hit: at the top dose activity change, negative = inhibition, hits mostly inhibitors; 370,000 tested, 0.041% active; AmpC hydrolysis of nitrocefin, absorbance 480 nm, 0.01% Triton;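 note: potency is the fitted concentration of half-maximal effect; 0% = no-compound wells and -100% = no-enzyme wells; nearly all actives have a fitted effect of over 25% in size; some results filed as inactive show a strong effect at the top dose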
Target sequence (P00811 whole entry, looked up): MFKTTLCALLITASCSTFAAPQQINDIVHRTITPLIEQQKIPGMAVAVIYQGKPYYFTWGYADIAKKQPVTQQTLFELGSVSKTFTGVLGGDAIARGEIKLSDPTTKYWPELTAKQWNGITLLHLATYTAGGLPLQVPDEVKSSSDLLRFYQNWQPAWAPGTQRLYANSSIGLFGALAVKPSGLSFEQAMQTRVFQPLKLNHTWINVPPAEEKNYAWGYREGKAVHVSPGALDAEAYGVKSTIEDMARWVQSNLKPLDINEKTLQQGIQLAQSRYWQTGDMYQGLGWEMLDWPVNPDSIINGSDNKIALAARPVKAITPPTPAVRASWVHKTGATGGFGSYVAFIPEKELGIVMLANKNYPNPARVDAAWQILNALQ
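AmpC (5.3 nM in the dispensed reagent) in 20 mM phosphate pH 7.0 with 0.01% (detergent screen) or 0.0001% Triton X-100 was preincubated with compounds for 15 min at room temperature. Nitrocefin was then added from an 800 uM solution, and hydrolysis was followed at 480 nm.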
Giardia FBPA inh: qHTS Assay for Inhibitors of Fructose-1,6-bisphosphate Aldolase from Giardia Lamblia. A8B2U2. purified Giardia FBPA. Potency, µM (series often up to 59.6 µM), for the others: top-dose activity, negative = inhibition, most hits filed as inhibitors. 290,000 tested, 0.71% active. AID 2451, 2010; note: potency is the fitted concentration of half-maximal effect; nearly all actives have a fitted effect of over 55% in size
Target sequence (A8B2U2 whole entry, looked up): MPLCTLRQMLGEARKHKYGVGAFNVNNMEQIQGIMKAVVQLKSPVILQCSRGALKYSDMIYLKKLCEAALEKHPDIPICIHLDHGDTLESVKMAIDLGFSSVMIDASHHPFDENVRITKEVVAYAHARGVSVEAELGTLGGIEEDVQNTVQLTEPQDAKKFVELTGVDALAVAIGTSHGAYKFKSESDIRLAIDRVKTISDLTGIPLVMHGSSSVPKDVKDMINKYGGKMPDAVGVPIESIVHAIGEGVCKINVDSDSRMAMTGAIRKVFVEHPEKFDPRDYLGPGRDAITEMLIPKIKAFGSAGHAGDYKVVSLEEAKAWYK
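40 nM FBPA preincubated 10 min at RT with compound (up to 57.5 uM final), then substrate plus GAPDH/TPI/NAD/arsenate coupling and diaphorase/resazurin added. Fluorescence read after 20 min at RT, 525/598 nm.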
HCV inhibitor: qHTS Assay for Inhibitors of Hepatitis C Virus (HCV). Huh7.5.1 HCVcc-Cre infection, luciferase reporter, 44 h. Potency, µM (titrated, usually from 41.8 µM), for the others: at the top dose activity change, negative = inhibition, usual class: inhibitors. 340,000 tested, 3.4% active. AID 651820, 2012; note: potency is the fitted concentration of half-maximal effect
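Cells seeded at 1,000/well and cultured 4 h, then compounds added followed by HCVcc-Cre virus (~0.5 moi). After 44 h further culture, luciferase substrate was added, plates held 15 min at room temperature, and luminescence read for 15 sec.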
Sm TGR inh: qHTS Assay for the Inhibitors of Schistosoma Mansoni Peroxiredoxins; purified TGR, DTNB reduction, TNB absorbance 405 nm; AID 485364, 2010; Schistosoma mansoni thioredoxin glutathione reductase (TGR), Q962Y6; Potency, µM (top dose mostly 114 µM), for the others: top-dose activity change, negative = inhibition, most hits filed as inhibitors; 360,000 tested, 3% active; note: potency is the fitted concentration of half-maximal effect; nearly all actives have a fitted effect of over 60% in size
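TGR 20 nM + NADPH 100 uM (dispensed conc.), cpd preinc 15 min RT; start with NADPH (500 uM addition) then DTNB (15 mM addition). Kinetic TNB absorbance, 405 nm filter. Four-parameter Hill fit across titration.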
* hit, by the source's call; ? = inconclusive; . = no result given; & = joins results of further samples; [ ] = dose if it differs, or a comment. Unless noted, calls come from the whole dose curve; as a rule, active = well fitted curve in the direction sought with a large enough effect; inconclusive = small, poorly fitted or top-dose-only effect, or another doubt; inactive = no such curve, though single readings can be large; an effect the other way counts as inactive or inconclusive. Unless noted, % is set by controls: 0 for no effect and ±100 for the full control effect.

SMILES	HCMV antiviral	AMA1 RON2 block	AmpC detergent	Giardia FBPA inh	HCV inhibitor	Sm TGR inh
O=C(N/N=C/c1coc2ccccc2c1=O)c1cccc([N+](=O)[O-])c1	-34	27%	0%	-1%	8%	1%
CS(=O)(=O)N(CC(=O)NC1CCCCC1)Cc1ccc(F)cc1	-19	-6%	-7%	1%	10%	-1%
Cc1cccc2nc(-c3ccco3)c(Nc3ccc4c(c3)OCCO4)n12	-18	-23%	?	-11%	-13%	-23%
Nc1cc(=O)[nH]c(SCC(=O)Nc2cccc(Cl)c2)n1	42	0%	4%	0%	?	3%
C=CCOc1ccc(Cl)cc1C(=O)O	42	-4%	2%	0%	14%	0%
Cc1ccc(C)c(N2CCN(C(=O)CSc3ccsc3[N+](=O)[O-])CC2)c1	-37	-23%	0%	1%	7%	-17%
CCc1cccc2c(C(=O)CSc3nnc(-c4ccoc4C)n3C)c[nH]c12	0	-7%	-9%	-1%	-25%	2%
CCOc1ccc(CN2CCNC(=O)C2CC(=O)NCCCC2CCCC2)cc1 (stereo unspecified)	13	2%	5%	2%	-17%	?
Cc1ccc(C)c(-c2nnc(NC(=O)c3ccc([N+](=O)[O-])o3)o2)c1	-74*	28%	3%	.	?	35µM*
COc1cc(/C=N/N(C)C2=NS(=O)(=O)c3ccccc32)cc(OC)c1OC	-17	8%	-1%	4%	11%	-25%
CCc1cc(CNC(=O)c2ccc(OC3CCN(C(C)=O)CC3)c(OC)c2)on1	7	7%	6%	-1%	9%	-11%
Cc1csc(NC(=O)CCC(=O)N(CC(=O)NC2CCCCC2)c2ccccc2)n1	17	-6%	8%	10%	2%	6%
COc1cc(/C=C/C(=O)Oc2coc(CSc3ncccn3)cc2=O)cc(OC)c1OC	0	-1%	-4%	5%	15%	-2%
CC(OC(=O)c1cc(=O)[nH]c2ccccc12)C(=O)Nc1ccccc1F (stereo unspecified)	-1	-13%	-15%	.	22%	2%
CCOc1cc(NC(=S)NC)c(OCC)cc1NC(=O)c1ccc(OC)cc1	?	-14%	6%	-23%	?	-30%
O=C(COc1ccccc1F)Nc1ccc2nc(SCc3ccccc3)sc2c1	-35	.	-3%	.	.	-1%
COc1ccc2c(C=Nc3c(C)n(C)n(-c4ccccc4)c3=O)c(O)n(Cc3ccco3)c(=O)c2c1	-21&5	1%&-4%	-7%&-5%	-15%&-2%	5%&-1%	-27%&-19%
CC(C)C(C(=O)NCc1ccco1)N(C(=O)CNS(=O)(=O)c1ccccc1)C1CCCC1 (stereo unspecified)	30	-8%	-13%	-5%	10%	-32%
CCOC(=O)c1oc2ccccc2c1COC(=O)CNC(=O)c1ccccc1OC	-21	1%	-9%	.	?	-6%
Cc1c(CN2CCC(n3nccc3NC(=O)C3CC3)CC2)[nH]c2ccccc12	14	-6%	-6%	.	8%	-19%
CC(NC(=O)COC(=O)Cn1cnc2ccccc2c1=O)C1CC2CCC1C2 (stereo unspecified)	9	-2%	-2%	7%	12%	-5%
Cc1ccccc1NC(=O)COC(=O)c1ccc(CSc2ccc(Cl)cc2)cc1	55	12%	-9%	8%	20%	-10%
CCOC(=O)c1cc(-c2ccc(F)cc2)n(CCC(=O)NCc2ccc(C)cc2)c1C	0	.	5%	.	.	2%
O=S(=O)(c1ccc(Cl)c(NC(=S)N/N=C/c2c(F)cccc2F)c1)N1CCOCC1	-28	36%[activator]	-7%	3%	5%	-2%
Cc1cc(C(=O)CSc2nc3ccc(Cl)cc3[nH]2)c(C)n1CC1CCCO1 (stereo unspecified)	-66*	-11%	?	-9%	8.9µM*	-18%
Cc1cc(Cl)ccc1NC(=S)NCc1ccc(S(N)(=O)=O)cc1	?	7%	0%	12%	-12%	?
Cc1ccc2c(c1)COc1c3ccc(C(=O)N4CCCCC4)cc3nn1-2	0	-5%	3%	6%	11%	-8%
Cc1ccc(NC(=O)CCC(=O)OCC(F)(F)C(F)F)cc1	27	-22%	-6%	-1%	15%	4%
Cc1ccc(C2(C)NC(=O)N(CC(=O)N3CCc4ccccc43)C2=O)cc1 (stereo unspecified)	-8	-13%	.	.	4%	.
Cn1nc(C(F)(F)F)c(-c2ccc(Br)cc2)c1NC(=O)Nc1ccc(F)cc1F	-92*	7%	8%	-1%	?	10%
CCCN(C(=O)COC(=O)CCOc1ccccc1)c1c(N)n(Cc2ccccc2)c(=O)[nH]c1=O	-20	43%[activator]	0%	.	5%	-1%
COc1ccc(-c2nc(CCNC(=O)c3ccc(Br)o3)cs2)cc1	-35&-30	-7%	?	2%	10µM*	-17%&-21%
COC(=O)c1ccc(CSc2nnc(Nc3ccc(C)cc3)s2)o1	-13	2%	6%	-2%	12%	8%
COC(=O)c1ccccc1NC(=S)NC(=O)c1ccccc1C	-8	18%	40µM*	-10%	.	?
CC1(C)NC(=O)N(CC(O)CN(c2ccccc2)S(=O)(=O)c2ccccc2[N+](=O)[O-])C1=O (stereo unspecified)	-7	-7%	-8%	-6%	14%	-6%
CCCc1[nH]nc2c1C(c1cccc(OC(=O)c3ccco3)c1)C(C#N)=C(N)O2 (stereo unspecified)	-12	-2%	-11%	-21%	2%	-21%
CCOCCn1c(=NC(=O)c2ccc(S(=O)(=O)N3CCOCC3)cc2)sc2cc(S(N)(=O)=O)ccc21	-63*	3%	?	-1%	22µM*	-15%
COc1ccc(-n2nc(C(=O)NCC(=O)NCc3ccc(F)cc3)c3ccccc3c2=O)cc1OC	-18	?	?	3%	13µM*	6%
COc1ccc(CCC(=O)NCc2ccc3c(c2)CCN3C(=O)c2ccc(C)cc2)cc1	11	.	1%	.	.	4%
Fc1ccccc1NC(=S)NCc1ccc2c(c1)OCO2	67	1%	-9%	5%	15%	?

Exported with values under each structure: five of the compounds above.
Fields: HCMV antiviral	AMA1 RON2 block	AmpC detergent	Giardia FBPA inh	HCV inhibitor	Sm TGR inh
COc1ccc(-n2nc(C(=O)NCC(=O)NCc3ccc(F)cc3)c3ccccc3c2=O)cc1OC
→ -18	?	?	3%	13µM*	6%
COC(=O)c1ccccc1NC(=S)NC(=O)c1ccccc1C
→ -8	18%	40µM*	-10%	.	?
CCOCCn1c(=NC(=O)c2ccc(S(=O)(=O)N3CCOCC3)cc2)sc2cc(S(N)(=O)=O)ccc21
→ -63*	3%	?	-1%	22µM*	-15%
CCCc1[nH]nc2c1C(c1cccc(OC(=O)c3ccco3)c1)C(C#N)=C(N)O2 (stereo unspecified)
→ -12	-2%	-11%	-21%	2%	-21%
CCCN(C(=O)COC(=O)CCOc1ccccc1)c1c(N)n(Cc2ccccc2)c(=O)[nH]c1=O
→ -20	43%[activator]	0%	.	5%	-1%

Further records follow:
SMILES	HCMV antiviral	AMA1 RON2 block	AmpC detergent	Giardia FBPA inh	HCV inhibitor	Sm TGR inh
COc1ccccc1CN1CCCC(CNC(=O)c2cccc3ccccc23)C1 (stereo unspecified)	17	-2%	-14%	2%	-14%	5%
CCOC(=O)C(=CNc1ccc(Oc2cccnc2)nc1)C(=O)OCC	7	-4%	4%	5%	?	-3%
COc1ccccc1NC(=O)C1=C(C)NC2=C(C(=O)CCC2)C1c1ccc(C)o1 (stereo unspecified)	17	7%	0%	-7%	7%	-34%
Cc1cccc(N(C(=O)c2csnn2)C(C(=O)NC2CCCCC2)c2ccncc2)c1 (stereo unspecified)	-20	?	?	-14%	13%	-12%
O=C(N/N=C/c1ccncc1)c1ccc(NC(=O)c2ccc(Cl)cc2)cc1	?	-8%	0%	-6%	-14%	-14%
NC(=O)C1CCN(C(=O)CCc2nc3ccccc3c(=O)[nH]2)CC1	23	8%	5%	5%	10%	0%
Cc1ccc2nc(SCC(=O)NCc3ccccc3)nc(=O)n2c1	-40	18%	-6%	.	13%	-1%
Cc1ccc(-n2nc3c(=O)n(C(C)C(=O)NCc4ccccc4C)nc(C)c3c2C)cc1 (stereo unspecified)	0	.	6%	.	.	-2%
CC(C)c1ccc(NC(=O)c2ccc(NS(C)(=O)=O)cc2)cc1	-5	3%	2%	-1%	6.3µM*	-2%
Cc1cc(CNC(=O)COc2ccccc2F)c2ccccc2n1	?	-6%	1%	2%	25µM*	4%
Cc1nc(C)c(-c2ccc(SCC(=O)Nc3ccccc3)nn2)s1	?	0%	4%	.	?	-1%
COc1ccc2[nH]cc(CCNC(=O)COc3cc(C)cc4oc(=O)cc(C)c34)c2c1	-2	0%	-8%	9%	-57%	-13%
O=C(Cc1ccccc1)Oc1cccc(N2C(=O)CCC2=O)c1	12	-2%	10%	-4%	10%	0%
Cc1nc(-c2ccccc2)nc2n[nH]c(N)c12	9	14%	.	.	17%	.
COc1ccc(-n2nc(C(=O)NCC(=O)N3CCN(c4ccccc4F)CC3)c3ccccc3c2=O)cc1	75	0%	-2%	8%	-27%	1%
CCCCn1c(SCC(=O)NCc2ccco2)nc2c(sc3ccccc32)c1=O	11	4%	-6%	0%	-10%	-13%
Cc1nc(-c2cccnc2)sc1CCNS(=O)(=O)c1ccc(F)cc1	-13	.	3%	.	.	1%
O=C(Cc1ccc(Cl)cc1)Nc1ccc(C(=O)N2CCCCC2)cc1	21	3%	3%	.	-26%	-15%
CCNC(=O)COc1ccc(C=O)cc1OC	-86*	6%	0%	3%	3%	19%
O=C(Cc1ccccc1[N+](=O)[O-])Nc1nccs1	12	18%	-2%	-18%	?	-24%
CCCOc1ccc(CN(C(=O)Cc2coc3ccc(CC)cc23)C2CCS(=O)(=O)C2)cc1 (stereo unspecified)	42	.	10%	.	.	-4%
CCCCCCn1cnc2c(c1=O)c1nc3ccccc3nc1n2/N=C/c1ccco1	-8	0%	-7%	-26%	5%	14µM*
Cc1occc1-c1nnc(SCC(=O)Nc2nc(-c3ccccc3)cs2)o1	-25	47%[activator]	1%	0%	5%	-28%
CCC(Sc1nc2c(c(=O)[nH]1)CCC2)C(=O)Nc1cccc(OC)c1 (stereo unspecified)	-6	5%	-4%	-18%	-18%	-15%
CCC1=Nc2cc(C(=O)N3CCCCC3)ccc2Sc2ccc(C)cc21	-6	-11%	1%	17%	-26%	7%
Cc1ccc(S(=O)(=O)c2c(C)nn(C(C)(C)C)c2OC(=O)C(C)C)cc1	5	-7%	1%	-3%	13%	10%
CCOC(=O)N1CCN(C(=O)COc2ccc(Cl)cc2C)CC1	13	3%	-5%	4%	20%	6%
COc1ccccc1S(=O)(=O)Cc1ccc(C(=O)NCCN(C)C)o1	2	3%	.	.	8%	.
C/C(=N\NC(=O)Cc1ccc(Cl)c(Cl)c1)c1cccnc1	-26	70%[activator]	-7%	4%	3%	-3%
CCCCNC(=O)c1ccc(NS(=O)(=O)c2ccccc2)cc1	-34	0%	?	1%	35%[activator]	-2%
Cc1ccsc1CN1CC(=O)N(c2c(C)cccc2C)C1=S	-2	-4%	-12%	-6%	17%	-1%
O=C(Cn1cc2c(n1)CCCCC2)N1CCCCC1	83	-5%	-14%	1%	23%	3%
